Source: PubChem BioAssay (The Scripps Research Institute Molecular Screening Center)
GPR151 activ = activators of human GPR151; Q8TDV0; PathHunter beta-arrestin GPR151 cells, luminescence; activation, % at 11.2 µM; 1% of 650,000 active; in the data active means activation above about 4.9%;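 further: 0% = median of compound wells and 100% = cells with positive control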
Target sequence (Q8TDV0 whole entry, looked up): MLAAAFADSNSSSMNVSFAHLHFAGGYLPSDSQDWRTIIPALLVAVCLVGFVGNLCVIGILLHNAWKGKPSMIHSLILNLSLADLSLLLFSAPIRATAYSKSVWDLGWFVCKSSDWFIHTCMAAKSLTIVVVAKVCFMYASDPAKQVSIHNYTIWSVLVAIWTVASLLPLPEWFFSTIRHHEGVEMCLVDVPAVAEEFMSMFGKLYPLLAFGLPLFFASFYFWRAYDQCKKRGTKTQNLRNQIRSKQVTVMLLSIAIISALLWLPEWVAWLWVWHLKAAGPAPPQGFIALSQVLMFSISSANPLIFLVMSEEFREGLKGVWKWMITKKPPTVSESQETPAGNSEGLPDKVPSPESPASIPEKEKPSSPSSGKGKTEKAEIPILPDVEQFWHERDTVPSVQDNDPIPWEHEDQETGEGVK
MITF inh = human MITF inhibition, primary screen; inhibition, % at 2.6 µM; O75030; AlphaScreen MITF homodimerization, bead proximity signal; 0.91% of 650,000 active; in the data active means inhibition above about 50%;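 further: 0% = vehicle wells with protein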
Target sequence (O75030 whole entry, looked up): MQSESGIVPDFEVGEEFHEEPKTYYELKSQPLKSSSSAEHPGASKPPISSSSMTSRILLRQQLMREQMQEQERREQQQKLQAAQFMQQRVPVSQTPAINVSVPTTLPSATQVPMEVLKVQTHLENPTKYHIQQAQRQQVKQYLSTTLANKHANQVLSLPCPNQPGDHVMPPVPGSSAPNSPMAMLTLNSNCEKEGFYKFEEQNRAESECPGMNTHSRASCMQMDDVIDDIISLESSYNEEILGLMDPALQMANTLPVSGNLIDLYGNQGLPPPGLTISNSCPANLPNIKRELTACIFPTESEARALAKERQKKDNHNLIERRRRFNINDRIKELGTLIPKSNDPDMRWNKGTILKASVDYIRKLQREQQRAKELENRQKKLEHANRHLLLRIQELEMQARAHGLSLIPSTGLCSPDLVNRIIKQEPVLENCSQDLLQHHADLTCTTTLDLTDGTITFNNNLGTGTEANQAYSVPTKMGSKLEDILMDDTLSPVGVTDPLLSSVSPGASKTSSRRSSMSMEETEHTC
FBW7 act = human FBW7 E3 ligase activation, primary screen; Q969H0; AlphaScreen FBW7–phospho-cyclin E peptide binding, activator screen; normalized activity (activation), % at 26.1 µM; 0.13% of 650,000 active; in the data active means normalized activity above about 1.9%;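 further: purified mutant Fbw7 with reduced substrate affinity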
TEAD-YAP inh = TEAD-YAP interaction inhibition. 1.4% of 640,000 active. HEK-TIYL cells, TEAD-Gal4/YAP UAS-luciferase luminescence. inhibition, % at 9.12 µM; in the data active means inhibition above about 32%;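 further: 0% = median of test compound wells and 100% = reference inhibitor wells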
An asterisk follows results filed as active; . = no result given; & = joins results of further samples.

Start of the data: the first 12 compounds, to show the layout:
SMILES | GPR151 activ | MITF inh | FBW7 act | TEAD-YAP inh
CN(Cc1cccnc1)Cc1c(C(=O)N2CCN(C3CCCCC3)CC2)nc2ccccn12 | 0.1 | 14 | 0.2 | -5
O=C1NC(=S)N/C1=C\c1ccc([N+](=O)[O-])cc1 | 0.8 | -5 | 0.4 | 4
FC(F)(F)c1cccc(N2CCN(Cc3nnnn3C3CCCC3)CC2)c1 | 0.0 | -4 | 0.0 | 10
COc1cc(C2N(C)c3ccccc3N2C)cc(OC)c1OC | -1.7 | 7 | 0.2 | 10
O=C(COc1ccc(Br)cc1Br)Nc1cccc(C(F)(F)F)c1 | -0.3 | 11 | -0.1 | -13
Cc1ccc(Oc2cccc([N+](=O)[O-])c2)cc1C | 1.6 | 11 | -0.1 | 9
CCCCCCCCCCCCCCCC(=O)NC(C)C | 2.0&-1.0 | -11&1 | -0.1 | .
CCNC(=O)C1Cc2ccccc2N1C(=O)/C=C\c1ccc([N+](=O)[O-])cc1 (stereo unspecified) | 1.1 | -16 | 0.1 | 1
CCCc1ccc(Oc2c(C)oc3c(C)c(OCC)ccc3c2=O)cc1 | -0.4 | 7 | 0.3 | -1
CCN(C(=O)Cc1nc(-c2ccc(OC)cc2)no1)c1ccccc1C | 8.9* | 6 | 0.1 | 7
CCCOc1ccc(-c2nc(OC)c3ccccc3n2)cc1 | -0.1 | 5 | 0.1 | -20
CN1CCN(C(=O)/C=C/c2c(Cl)cccc2Cl)CC1 | 7.2* | 6 | 0.0 | 3

The listing (from the top)
SMILES | GPR151 activ | MITF inh | FBW7 act | TEAD-YAP inh
CN(Cc1cccnc1)Cc1c(C(=O)N2CCN(C3CCCCC3)CC2)nc2ccccn12 | 0.1 | 14 | 0.2 | -5
O=C1NC(=S)N/C1=C\c1ccc([N+](=O)[O-])cc1 | 0.8 | -5 | 0.4 | 4
FC(F)(F)c1cccc(N2CCN(Cc3nnnn3C3CCCC3)CC2)c1 | 0.0 | -4 | 0.0 | 10
COc1cc(C2N(C)c3ccccc3N2C)cc(OC)c1OC | -1.7 | 7 | 0.2 | 10
O=C(COc1ccc(Br)cc1Br)Nc1cccc(C(F)(F)F)c1 | -0.3 | 11 | -0.1 | -13
Cc1ccc(Oc2cccc([N+](=O)[O-])c2)cc1C | 1.6 | 11 | -0.1 | 9
CCCCCCCCCCCCCCCC(=O)NC(C)C | 2.0&-1.0 | -11&1 | -0.1 | .
CCNC(=O)C1Cc2ccccc2N1C(=O)/C=C\c1ccc([N+](=O)[O-])cc1 (stereo unspecified) | 1.1 | -16 | 0.1 | 1
CCCc1ccc(Oc2c(C)oc3c(C)c(OCC)ccc3c2=O)cc1 | -0.4 | 7 | 0.3 | -1
CCN(C(=O)Cc1nc(-c2ccc(OC)cc2)no1)c1ccccc1C | 8.9* | 6 | 0.1 | 7
CCCOc1ccc(-c2nc(OC)c3ccccc3n2)cc1 | -0.1 | 5 | 0.1 | -20
CN1CCN(C(=O)/C=C/c2c(Cl)cccc2Cl)CC1 | 7.2* | 6 | 0.0 | 3
COc1ccc(C(C)=O)cc1CSc1nc2ccccc2c(=O)n1Cc1ccco1 | -0.2 | -7 | 0.0 | 13
COc1ccc(OC)c2sc(NC(=O)c3ccc(Br)s3)nc12 | 3.6 | -4 | 0.0 | 8
CCOc1ccc(NS(=O)(=O)N2CCCCCC2)cc1 | -1.4 | 4 | 0.0 | 0
Cn1nc([N+](=O)[O-])nc1Sc1nnnn1-c1cccc(C(=O)O)c1 | -0.7 | 13 | 0.0 | 0
O=C(Nc1cccnc1)c1ccco1 | -1.3 | 2 | -0.1 | -4
COC(=O)c1ccc(C)c(NC(=O)CN(c2cc([N+](=O)[O-])ccc2C)S(C)(=O)=O)c1 | -0.1 | 1 | -0.1 | 6
CN1C(=O)S/C(=C/c2ccc(O)c(Cl)c2)C1=O | -3.8 | 5 | -0.1 | 6
O=C(CSc1ncccc1C(=O)O)Nc1ccccc1 | 0.9 | 7 | 0.1 | -1
CC1CCCN(C(=O)CCNC(=O)Cn2cnc3sc4c(c3c2=O)CCCC4)C1 (stereo unspecified) | 0.1 | 12 | -0.1 | 7
O=C(Nc1ccc2oc(-c3ccccc3Br)nc2c1)c1ccc(F)cc1 | 0.0 | -2 | -0.1 | -4
Cc1ccc(C(=O)N2CCN(Cc3ccc4c(c3)OCO4)CC2)cc1[N+](=O)[O-] | -0.3 | 6 | -0.2 | 14
CC(C)OC(=O)c1c(NC(=O)c2nn3c(C(F)(F)F)cc(-c4ccccc4)nc3c2Br)sc2c1CCCC2 | 1.8 | 0 | 0.0 | 1
Cc1cc(C)n(CCNC(=O)CC2C(=O)NCCN2Cc2ccc(C)o2)n1 (stereo unspecified) | 0.8 | -2 | -0.1 | 8
CC(C)c1ccc(-n2c(=O)oc3ccc(Cl)cc3c2=O)cc1 | 1.2 | 1 | -0.1 | -42
CNC(=S)N1CCC(NC(=O)c2ccco2)CC1 | 0.2 | -14 | -0.2 | -15
COc1ccc(C2C(C(=O)OCC3CCCO3)=C(C)NC3=C2C(=O)CCC3)c(OC)c1OC (stereo unspecified) | 0.0 | 6 | 0.0 | 6
Cc1nonc1CN(C)Cc1ccc(OCC(O)CN(C)Cc2ccccc2)cc1 (stereo unspecified) | 0.8 | 4 | -0.2 | 2
COc1ccc2cc(S(=O)(=O)NCc3cccnc3)ccc2c1 | 1.9 | -3 | 0.0 | -3
CCNC(=O)[C@@H]1C[C@@H](NCc2ccc(C(=O)OC)cc2)CN1CC(C)C | -0.9 | 9 | 0.0 | 6
C/C(=N\NC(=O)Cc1cccn1C)c1ccncc1 | 2.9 | 5 | 0.1 | -10
CC(C)n1cnc2c(Nc3ccc(N4CCOCC4)cc3)nc(NC3CCC(O)CC3)nc21 (stereo unspecified) | -1.4 | 1 | -0.3 | 19
COc1cccc(Nc2cc(N3CCN(Cc4ccc5c(c4)OCO5)CC3)c3noc4c3c2C(=O)c2ccccc2-4)c1 | -0.8 | 32 | -0.4 | -9
Cc1ccccc1Nc1nc(N)nc(COC(=O)c2cccc(S(=O)(=O)N(C)C)c2)n1 | 2.3 | 6 | 0.0 | -19
CS(=O)(=O)Nc1nnc(CCc2ccccc2)s1 | 0.4 | 11 | -0.1 | -1
Cc1cc(C)c(C#N)c(N2C3CCC2CC(O)(c2cccc(F)c2)C3)n1 (stereo unspecified) | 0.2 | 3 | 0.1 | 7
COCCCNC(=O)c1cn[nH]c1-c1ccc(OC)cc1 | 1.4 | 4 | 0.0 | 8
CS(=O)(=O)c1ccccc1CN1CCC(NCCN2CCCC2)CC1 | -0.6 | -22 | -0.1 | 4
Cc1cc2[nH]c(=O)c(=O)[nH]c2cc1S(=O)(=O)Nc1cccc(F)c1 | 2.5 | -3 | 0.0 | -9
Cc1cccnc1NC(=S)NC(=O)c1ccccc1Br | 0.4 | 10 | 0.5 | -43
Cc1cccn2c(CN(C)CC3COCCO3)c(C(=O)N3CCCCC3)nc12 (stereo unspecified) | 2.0 | -2 | 0.0 | 18
CCSc1nnc(NC(=O)CSc2cn(C)c3ccccc23)s1 | 0.5 | -2 | . | .
CCCCn1c(C)nc2c(=O)oc3ccccc3c21 | 0.4 | 0 | -0.1 | 8
O=C(CNCc1ccc(F)cc1)Nc1ccc(C(=O)N2CCCCC2)cc1 | -0.8 | 69* | 0.2 | 6
CCN(CCCNC(=O)CN1C(=O)CCSc2ccccc21)Cc1ccccc1 | -2.0 | 7 | 0.1 | 1
Cc1ccccc1C1N=C(N)Nc2nc3ccccc3n21 (stereo unspecified) | 0.5 | -4 | 0.1 | -9
CCOc1ccccc1NC(=O)Cn1cc(OC)c(=O)cc1CSc1ccc(C)cc1 | 1.9 | 2 | -0.1 | 11
Cc1cc(C)c(S(=O)(=O)N2CCOCC2)cc1N(C)S(=O)(=O)c1ccccc1 | 2.1 | -2 | -0.1 | 14
CCOc1cc(C=O)ccc1OCc1ccccc1[N+](=O)[O-] | 3.8 | 5 | 0.0 | 13
COc1c2[nH]c(=O)cc(C(F)(F)F)c2cc2c(C)c(C)[nH]c12 | -0.3 | -10 | -0.1 | -1
COc1cc2c(cc1OC)C(=S)NC(C)(C)C2 | 0.1 | 5 | 0.0 | -11
CCOCCn1c(=NC(=O)c2ccccc2[N+](=O)[O-])sc2cc(NC(C)=O)ccc21 | 1.6 | -6 | -0.1 | -7
Cc1ccc(S(=O)(=O)Nc2ccc(NC(=S)NCc3ccco3)cc2)cc1 | -0.4 | -9 | -0.2 | -5
COC(=O)CN(Cc1ccccc1)S(=O)(=O)c1ccc(NC(C)=O)cc1 | 0.9 | 9 | -0.1 | 10
COc1cccc(C(=O)Nc2c3c(nn2-c2cccc(C)c2)CSC3)c1 | -0.9 | 0 | -0.1 | 1
COc1ccc(-n2c(C)cc(C(=O)COc3ccccc3C(N)=O)c2C)cc1 | 2.9 | 4 | -0.4 | 29
Cc1ccc(NC(=O)c2ccccc2NC(=O)c2ccc(N3C(=O)CCC3=O)cc2)c(C(=O)c2ccccc2)c1 | -1.0 | 1 | 0.1 | -4
C=CCn1c(SCC(=O)c2ccc(Br)cc2)nc2sc3c(c2c1=O)CCCC3 | -0.5 | 14 | 0.2 | 2
O=c1[nH]c(=O)n(-c2ccccc2)c(O)c1C=Nc1ccccc1Br | -0.2 | -11 | -0.1 | 10
The list goes on.
SMILES | GPR151 activ | MITF inh | FBW7 act | TEAD-YAP inh
C=C(C)C1C=C(C)/C(=N/NC(=O)c2ccc(N3CCCC3=O)cc2)CC1 (stereo unspecified) | 0.1 | 4 | 0.2 | 1
COc1ccc(CNc2nc3nc(C)cc(C)n3n2)cc1OC | 0.6 | 3 | -0.1 | -2
O=C(O)C1CCCN(S(=O)(=O)c2cccc3nonc23)C1 (stereo unspecified) | -1.3 | 14 | 1.1 | -14
CC1CCC(NC(=O)CCC(=O)N2CCOc3ccccc32)CC1 (stereo unspecified) | -0.3 | 7 | -0.1 | -19
Cc1cc(NCCc2ccc(O)cc2)nc(Nc2ccc(C(F)(F)F)cc2)n1 | 0.9 | 8 | 0.1 | 1
CC12CCC(C(=O)N3CCCc4ccccc43)(OC1=O)C2(C)C (stereo unspecified) | -1.4 | -10 | 0.1 | 1
C=CCOC(=O)C1=C(C)NC(=O)NC1c1ccc(OC(=O)c2ccco2)c(OC)c1 (stereo unspecified) | 1.2 | 2 | -0.2 | 6
CC(=O)c1cc(-c2ccccc2)n(CC(=O)N2CC(C)CC(C)C2)c1C (stereo unspecified) | -0.6 | -1 | 0.0 | -10
O=C1NC(=Nc2ccccc2Cl)S/C1=C/c1cccc(Cl)c1 | 0.0 | 15 | 0.2 | 0
Cc1cc(C(=O)N/N=C\c2cc(Cl)ccc2O)n[nH]1 | 0.2 | 23 | -0.9 | 7
COc1ccc(C(CNCC(O)c2ccccc2)N(C)C)cc1 (stereo unspecified) | -1.3 | 45 | 0.3 | 6
COC(=O)C(C)N1C(=O)S/C(=C/c2ccc(OC)c(C)c2)C1=O (stereo unspecified) | -0.4 | 10 | 0.8 | -53
COc1cc(C(=O)NNC(=O)/C=C/c2cccc(F)c2)cc(OC)c1OC | 3.2 | 3 | -0.1 | 14
CC(C)(C)NC(=O)c1ccc2c(c1)C(=O)N(Cc1ccccc1)C2=O | -0.5 | 11 | 0.2 | 10
CCN(CC)CC(=O)N(CC(=O)Nc1c(C)cc(C)cc1C)C1CCCCC1 | -0.2 | 12 | 0.2 | -2
CC(C)(C)OC(=O)NNC(=O)Nc1ccccc1C(F)(F)F | 1.5 | 4 | 0.1 | -10
CS(=O)(=O)c1ccc2c(c1)nc(N1CCCC1)c1nccn12 | 1.2 | 14 | 0.0 | 2
CN(C(=O)COC(=O)c1ccc(O)cc1)c1ccccc1 | -1.0 | 21 | 0.6 | 16
CCOC(=O)c1c(N)sc2c1CCS(=O)(=O)C2 | -1.1 | 1 | -0.1 | 2
COc1ccc(-n2cnc3cc(N)ccc32)cc1 | -0.6 | -4 | -0.2 | -52
Cc1ccccc1Cn1c(C(=O)O)c(CNC2CCCCC2C)c2ccccc21 (stereo unspecified) | 0.1 | 0 | -0.1 | -4
CCCNC(=O)c1ccnc(Nc2ccc(N3CCOCC3)cc2)c1 | -0.4 | 6 | 0.1 | 7
Cc1cccc(C)c1NC(=O)CSCc1cccc(CSCC(=O)Nc2c(C)cccc2C)n1 | 3.2 | 16 | 0.1 | -19
C=CCN1C(=O)C(CC(=O)Nc2ccc(Cl)cc2)NC1=S (stereo unspecified) | 0.4 | 7 | -0.5 | -2
O=c1[nH]c(=O)n(-c2ccccc2F)c(O)c1/C=C1\C=CC=N1 | -0.1 | 13 | 0.0 | 57*
CCN(Cc1ccccc1)Cc1cc(OC)cc(OC)c1 | 0.0 | -2 | 0.5 | 7
CCn1nc(C)c(NC(=O)Cn2nc(C)c3cccn3c2=O)c1C | -0.8 | -8 | -0.2 | -7
N#CC1=C(N)Oc2n[nH]c(-c3ccc4c(c3)OCO4)c2C1c1c(F)cccc1Cl (stereo unspecified) | -0.8 | -4 | 0.0 | -6
CC(C(=O)Nc1ccccc1Cl)N(c1ccc(Cl)cc1)S(C)(=O)=O (stereo unspecified) | -2.2 | 10 | 0.2 | 0
NC(=O)c1ccccc1NC(=S)NC(=O)c1cccc(Cl)c1 | 0.5 | -8 | -0.3 | -49
CC(NC(=O)COC(=O)C1=NN(c2ccccc2)C(=O)CC1)C12CC3CC(CC(C3)C1)C2 (stereo unspecified) | -1.3 | 10 | 0.1 | -18
CC(CN1CCCC1)OC(=O)COc1ccc(F)cc1 (stereo unspecified) | -0.3 | 4 | 0.1 | 4
